# Screens as filed in PubChem.
# Abeta rescue: compounds reversing amyloid beta toxicity in yeast; yeast expressing A-beta42, growth rescue, OD600, 48 h; response scale: 0% DMSO, 100% iron-clioquinol control; AID 1347071; 0.063% of 410,000 active; Potency, µM (top dose mostly 46.1 µM), for the others: at the top dose growth rescue, most hits filed as activators; note: potency is the fitted concentration of half-maximal effect; nearly all actives have a fitted effect of over 55% in size
#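 Growth rescue measured by 600 nm absorbance after 48 h yeast culture at 30 C with compound. Values normalized between DMSO and an equimolar ferric chloride plus clioquinol control.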
# aSyn yeast inh: inhibitors of alpha-synuclein toxicity in yeast; Yeast expressing alpha-synuclein, growth rescue, BacTiter-Glo, 24 h; Potency, µM (top dose mostly 46.1 µM), for inactives: at the highest dose growth rescue (activation), hits mostly activators; 0.14% of 370,000 active; AID 652106; note: potency is the fitted concentration of half-maximal effect; % of control where 0% means no effect; nearly all actives have a fitted effect of over 65% in size
#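 Galactose-induced alpha-syn yeast (OD600=0.02, raffinose-pregrown) + pinned cpd, 24 hr, 30 deg C; growth by BacTiter-Glo luminescence. Growth restoration scores as activation.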
# PLK1 PBD block: blocks phosphopeptide binding to human PLK1 polo-box domain. P53350. Plk1 PBD binding of FITC phosphopeptide, fluorescence polarization. Potency, µM, for the others: max response, negative = inhibition, usual class: inhibitors. 2.8% of 360,000 active. AID 720504; note: potency is the fitted concentration of half-maximal effect; series mostly up to about 57 µM; % is set by controls: 0 for no effect and ±100 for the full control effect; nearly all actives have a fitted effect of over 65% in size
# WRN inhibitor: blocks human WRN helicase; Q14191; WRN helicase unwinding, fluorescent forked duplex, kinetic; Potency, µM (doses to about 114 µM), for inactives: top-dose activity change, negative = inhibition, most hits filed as inhibitors; 0.46% of 360,000 active; AID 651768; note: potency is the fitted concentration of half-maximal effect; % is set by controls: 0 for no effect and ±100 for the full control effect; nearly all actives have a fitted effect of over 55% in size
#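 WRN at 20 nM final was preincubated with compound for 15 min at room temperature; reaction started with 100 nM forked duplex oligonucleotide carrying fluorophore and quencher plus 2 mM ATP (final). Unwinding followed kinetically by red fluorescence (ex 525/em 598 nm).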
# PI5P4K alpha inh: inhibitors of human PI5P4K alpha. P48426. PI5P4Kalpha enzyme, ADP-Glo luminescence, 60 min; hits give low values. max response, %. 1.2% of 330,000 active. AID 652105; active = max response of -50% or lower; inconclusive = between -30% and -50%; inactive = -30% or higher; note: value at the top dose of about 77 µM; % is set by controls: 0 for no effect and ±100 for the full control effect
#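 Luminescence from ADP-Glo served as readout of PI5P4Kalpha activity in a qHTS format. Reaction: enzyme, substrate, compound, ATP at 5 microM final, 60 min at RT.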
# FUS yeast rescue: suppressors of FUS proteinopathy in yeast. Potency, µM (series often up to 76.6 µM), for the others: at the highest dose growth rescue (activation), most hits filed as activators. S. cerevisiae FUS-expressing, growth rescue, OD600, 24 h. 0.24% of 390,000 active;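 note: potency is the fitted concentration of half-maximal effect; plate controls were DMSO vehicle for no effect and reference control for full effect; nearly all actives have a fitted effect of over 55% in size; some results filed as inactive show a strong effect at the top dose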
#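 Absorbance at 600 nm, taken 24hr after compound addition, measured rescue of FUS-yeast growth at 30C. Induction used 2% galactose with seeding at OD 0.005. Controls: CP55940 from 92uM final, DMSO only.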
# EPAC1 agonist: EPAC1 (human) agonism. EPAC1 agonist qHTS, biochemical assay; response scale: 100% = response to 6.5 mM cAMP. 0.073% of 360,000 active. Potency, µM (highest dose often 154 µM), inactives show at the top dose activation, most hits filed as activators. O95398; note: potency is the fitted concentration of half-maximal effect; nearly all actives have a fitted effect of over 60% in size
# Target sequence (O95398 whole entry, looked up): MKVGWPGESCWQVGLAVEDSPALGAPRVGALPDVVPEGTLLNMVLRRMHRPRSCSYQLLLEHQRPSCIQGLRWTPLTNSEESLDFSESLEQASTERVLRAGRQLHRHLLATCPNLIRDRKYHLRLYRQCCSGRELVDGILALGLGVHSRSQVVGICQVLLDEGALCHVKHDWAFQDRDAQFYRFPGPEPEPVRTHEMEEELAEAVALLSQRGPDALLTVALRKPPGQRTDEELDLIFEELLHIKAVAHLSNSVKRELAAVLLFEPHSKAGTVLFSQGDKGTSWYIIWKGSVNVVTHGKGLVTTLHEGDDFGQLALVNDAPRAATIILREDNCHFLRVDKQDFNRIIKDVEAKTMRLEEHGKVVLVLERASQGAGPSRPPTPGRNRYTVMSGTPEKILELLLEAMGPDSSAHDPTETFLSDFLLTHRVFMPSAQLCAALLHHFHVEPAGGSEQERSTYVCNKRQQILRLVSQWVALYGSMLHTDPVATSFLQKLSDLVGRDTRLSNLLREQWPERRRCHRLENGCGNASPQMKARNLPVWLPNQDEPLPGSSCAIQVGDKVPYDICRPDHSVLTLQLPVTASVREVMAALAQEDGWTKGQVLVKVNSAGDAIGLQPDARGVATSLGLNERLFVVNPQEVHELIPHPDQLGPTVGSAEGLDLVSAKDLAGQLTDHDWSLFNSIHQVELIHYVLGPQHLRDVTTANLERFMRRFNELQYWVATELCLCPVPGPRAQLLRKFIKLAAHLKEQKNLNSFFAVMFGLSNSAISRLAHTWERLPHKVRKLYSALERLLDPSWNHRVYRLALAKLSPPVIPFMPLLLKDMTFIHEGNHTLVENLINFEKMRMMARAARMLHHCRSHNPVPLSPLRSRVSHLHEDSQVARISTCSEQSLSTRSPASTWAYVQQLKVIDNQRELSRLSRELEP
#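 Nucleotide exchange assay: 100 nM EPAC1 with 250 nM Rap1B loaded with BODIPY-GDP and 50 uM GDP, room temperature. Fluorescence (480/540 nm) read every 5 min for 30 min; signal change normalized to 6.5 mM cAMP as full agonist.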
# IL2 activator: activates IL-2 in a cell-based reporter assay; IL-2 activation reporter assay, cell-based qHTS; stimulated with anti-CD3/CD4/CD28 beads; in transgenic mouse T cells; activation, % (series mostly up to about 46 µM); 0.065% of 360,000 active; AID 652025; in the data active = activation above about 50%; inconclusive = mostly about 30% to 49%; note: 0% is about no effect
#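 Using fluorescent plate cytometry, EGFP and DsRed are detected in transgenic mouse T cells stimulated 18 h at 37 degrees C with antibody-coated beads after 60 min compound pretreatment.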
# EPAC1 antag: blocks human EPAC1 exchange factor. O95398. EPAC1 GEF assay, Rap1b-BODIPY-GDP exchange fluorescence. Potency, µM (doses to about 115 µM), without a hit: top-dose activity change, negative = inhibition, usual class: inhibitors. 0.14% of 360,000 active. AID 720709;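 note: potency is the fitted concentration of half-maximal effect; plate controls were vehicle for no effect and positive control for full effect; nearly all actives have a fitted effect of over 50% in size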
# An asterisk follows results filed as active; ? = inconclusive; · = no result given; [ ] = another dose, or the depositor's remark. Unless noted, calls come from the whole dose curve; as a rule, active = well fitted curve in the direction sought with a large enough effect; inconclusive = small, poorly fitted or top-dose-only effect, or another doubt; inactive = no such curve, though single readings can be large; an effect the other way counts as inactive or inconclusive.
# Each structure is followed by: Abeta rescue	aSyn yeast inh	PLK1 PBD block	WRN inhibitor	PI5P4K alpha inh	FUS yeast rescue	EPAC1 agonist	IL2 activator	EPAC1 antag
CCCCc1ccc(S(=O)(=O)Nc2nnc(C)s2)cc1
 : -14%	6%	-29%	4%	-16	25%	-12%	-0.6	-12%
CC(NC(=O)COC(=O)CN1C(=O)C2CCCCC2C1=O)c1ccccc1 (stereo not given)
 : 5%	-1%	5%	-16%	-12	·	-7%	-2.1	19%
CC(C)(C)CC(=O)Nc1cccc(-c2cn3cccnc3n2)c1
 : 1%	8%	1%	-6%	-3	6%	-8%	0.0	2%
CCC/C=C1/CCCOC(C(=O)NCc2ccc(C)o2)(C(F)(F)F)C1 (stereo not given)
 : -6%	20%	?	?	-8	14%	-30%[inhibitor]	-3.5	-17%
CC1(C)CC2CC(C)(CN2C(=O)CCCN2C(=O)c3ccccc3C2=O)C1 (stereo not given)
 : -20%	0%	1%	6%	0	11%	0%	0.0	8%
CC1CSC(N(C(=O)c2ccc(S(C)(=O)=O)cc2)c2ccc(Cl)cc2)=N1 (stereo not given)
 : 16%	-2%	-4%	8%	-8	3%	10%	-2.2	6%
COc1cccc(OCC(O)CN2CCN(CCN3C(=O)c4cccc5cccc(c45)C3=O)CC2)c1 (stereo not given)
 : 3%	-2%	-11%	33%	3	22%	5%	1.9	-1%
CC(=O)Nc1ccc(C(=O)OCC(=O)NCc2cccs2)cc1
 : 0%	-3%	-7%	3%	-4	-13%	1%	0.1	-10%
O=C(c1ccc(N2C(=O)CCC2=O)cc1)N1CCOCC1
 : -9%	0%	-11%	-2%	·	-8%	3%	-1.4	4%
O=C(COC(=O)c1cccs1)Nc1ccc(Cl)cn1
 : 10%	-6%	2%	11%	-8	·	-1%	-0.1	15%
CCCn1c(=O)c2c(nc3n2CCN3Cc2ccco2)n(C)c1=O
 : 6%	-4%	-13%	3%	-5	3%	-2%	0.2	-1%
CC1CC(C)CN(C(=O)c2ccc3c(c2)N(Cc2ccccc2)CCS3)C1 (stereo not given)
 : -66%[inhibitor]	5%	-21%	-5%	-2	35%	2%	-4.0	-19%
COC(=O)NC(=C(Cl)Cl)S(=O)(=O)c1ccccc1
 : -11%	2%	-14%	-5%	2	-2%	-2%	0.1	12%
CNS(=O)(=O)c1cc(C(=O)NCc2ccco2)ccc1Cl
 : -5%	-2%	-14%	-35%[57.1 µM]	-5	-9%	-4%	-0.2	4%
Cc1ccc2nc(N3CCN(Cc4nnnn4C4CCCC4)CC3)c(C#N)cc2c1
 : -3%	0%	-2%	-3%	3	0%	4%	1.8	?
O=C1CC(N2CCN(c3ccc(F)cc3)CC2)C(=O)N1Cc1ccccc1 (stereo not given)
 : 5%	-22%	4%	-1%	1	3%	3%	1.0	-16%
Cc1cc(C(=O)OCC(=O)NCc2cccs2)ccc1[N+](=O)[O-]
 : -8%	-4%	-5%	-15%	-3	-22%	-1%	-0.4	-2%
CSCC[C@H](NC(=O)[C@H](Cc1ccccc1)n1c(=O)[nH]c2ccccc2c1=O)C(=O)N1CCC[C@@H]1C(=O)O
 : 3%	-7%	-7%	-4%	1	5%	-1%	0.5	-11%
Cc1c(NC(=O)CSc2n[nH]c(=O)n2-c2ccccc2)c(=O)n(-c2ccccc2)n1C
 : -14%	-1%	27µM*	-8%	4	-2%	-1%	-0.2	-3%
O=C(NC1CCCCC1)c1ccc(Cn2cc(Cl)cn2)cc1
 : 12%	5%	0%	-2%	-2	-7%	1%	3.8	3%
CCOC(=O)C(=O)C1=C(N2CCOCC2)/C(=C\c2cccc([N+](=O)[O-])c2)CC1
 : 2%	-6%	-3%	8%	-3	-26%	-2%	-0.4	0%
CCOC(=O)CCNC(=O)Nc1ccc2nc(C)n(Cc3ccc(Cl)cc3)c(=O)c2c1
 : 15%	-1%	-7%	-4%	·	25%	9%	-1.3	-15%
N/C(=N\OC(=O)c1cc(Cl)ccc1Cl)c1ccncc1
 : -31%	-8%	-4%	-3%	0	1%	3%	-1.9	5%
COc1cc2oc(=O)cc(CN3CCCCC3)c2cc1Cl
 : -6%	-7%	-6%	-7%	-5	0%	-3%	2.3	-2%
CC(Oc1cc2oc(=O)c3c(c2cc1Cl)CCC3)C(=O)NCCCn1ccnc1 (stereo not given)
 : -3%	-1%	-13%	4%	-1	19%	8%	-3.4	1%
C=C(C)c1cccc(C(C)(C)NC(=O)NCC2COCCO2)c1 (stereo not given)
 : 14%	0%	-25%	-11%	0	6%	4%	-1.9	-14%
COc1ccc(NC(=O)NC23CC4CC(CC(C4)C2)C3)cc1OC
 : -8%	-2%	-1%	3%	4	11%	-10%	0.8	0%
COc1cc2ccc(C(C)=O)cc2cc1OC
 : -7%	5%	-4%	4%	0	-10%	-11%	-1.9	33%
CCCNC(=O)N1c2ccccc2Sc2ccccc21
 : -10%	1%	-3%	-1%	2	-1%	9%	-3.5	-1%
COc1cc(-c2csc(CCn3nc(C)cc3C)n2)cc(OC)c1OC
 : -8%	7%	?	2%	-8	22%	8%	0.7	-4%
CCOC(=O)C[C@@H]1OC[C@H](Cc2ccccc2)N1S(=O)(=O)c1ccc(C)cc1
 : -6%	-13%	-5%	-11%	3	28%	5%	-1.2	-4%
Cc1cccc(N(C(=O)CNC(=O)c2ccco2)C(C(=O)NC2CCCC2)c2ccncc2)c1 (stereo not given)
 : -1%	-2%	-5%	-14%	-7	20%	5%	-0.4	-6%
Cc1csc(NC(=O)c2ccc(C)c(S(=O)(=O)N3CCCCC3)c2)n1
 : 5%	4%	-1%	-4%	·	?	0%	-3.7	-2%
Cc1cc2c(cc(C(=O)NCCCN3CCOCC3)n2Cc2ccc(Cl)cc2)o1
 : -21%	7%	-8%	-10%	·	?	2%	2.0	-9%
O=C1CC(c2ccccc2)Cc2nc3nc(C(F)(F)F)nn3cc21 (stereo not given)
 : 1%	-4%	-2%	4%	·	21%	-5%	-0.6	3%
CC[n+]1c(/C=C/C=C/N(C(C)=O)c2ccccc2)sc2ccccc21
 : -13%	-5%	107%[activator]	50µM*	?	18µM*	?	0.7	18%
O=C(Nc1ccc(Br)cn1)c1cccc2c1-c1ccccc1C2=O
 : -11%	-5%	2%	4%	2	-13%	0%	0.8	7%
CC12C(=O)N(c3nccs3)C(=O)C1C1C=CC2C1 (stereo not given)
 : 10%	0%	0%	-34%	-29	·	1%	-0.2	8%
CC(=O)C1=C(C)NC2(O)c3ccccc3C(=O)C12O (stereo not given)
 : -9%	3%	-3%	3%[57.1 µM]	-1	6%	-2%	-4.9	9%
CCCn1nc(C(=O)Nc2ccc3c(c2)OCO3)c2ccccc2c1=O
 : -19%	-3%	-5%	-11%	2	-6%	13%	0.9	?
Cc1cc(C)c(C#N)c(N2CCN(CCOc3ccc(Cl)cc3)CC2)n1
 : -6%	-2%	-6%	-7%	·	4%	19%	0.6	-4%
O=C(O)c1ccc(N2CCOCC2)c(N2C(=O)C3C4C=CC(C4)C3C2=O)c1 (stereo not given)
 : 8%	-1%	2%	3%	3	-2%	2%	-4.2	11%
Cc1ccc(-c2cc(C(=O)Nc3cccnc3)c3ccccc3n2)s1
 : 18%	-10%	0%	-15%	6	21%	?	1.2	-1%
CC(=O)Nc1cccc(NC(=O)c2cc(-c3cccnc3)nc3ccc(Br)cc23)c1
 : 0%	0%	-4%	-4%	·	?	7%	-1.3	-7%
Nc1nc(Nc2cccc(C(F)(F)F)c2)nc(C(F)(F)F)n1
 : -31%[inhibitor]	2%	-5%	-7%	?	-12%	-8%	-0.5	-18%
CCCNc1c(NS(=O)(=O)c2ccc(Cl)s2)c(=O)oc2ccccc12
 : 7%	15%	-3%	-11%	9	0%	-8%	-2.2	1%
O=C(NC(=S)Nc1ccc(S(=O)(=O)Nc2nccs2)cc1)c1cccnc1
 : -5%	-2%	?	-13%	1	-10%	5%	-0.3	-9%
COc1ccccc1NC(=O)CS(=O)(=O)c1cn(CC(=O)N2CCOCC2)c2ccccc12
 : 4%	1%	-5%	-2%	2	17%	-4%	2.3	-2%
Cc1ccc(-c2nc(CN3CCCCC3CCN3CCCC3=O)c(C)o2)o1 (stereo not given)
 : -12%	-3%	-7%	-15%	-3	-2%	-2%	5.0	-13%
O=C(O)CSc1ncn[nH]1
 : 12%[9.22 µM]	-6%	-4%	-14%	-10	-42%	4%	-1.2	-5%
CCOC(=O)Cn1c(-c2ccccc2)nc2ccccc2c1=O
 : -3%	-16%	-4%	-13%	·	0%	27%	-0.7	-15%
Cc1ccc(C(=O)OCC(=O)NC2CC2)cc1S(=O)(=O)N1CCOCC1
 : 0%	1%[1.84 µM]	4%	5%	6	4%	-7%	2.3	17%
CCn1c(CNc2ccc(OC)cc2)nnc1SCC(=O)c1ccc(OC)cc1
 : 22%	6%	-6%	-6%	0	27%	0%	-0.6	6%
COc1ccc(Cn2nnnc2C(c2cccnc2)N2CCN(c3ccc(O)cc3)CC2)cc1 (stereo not given)
 : 16%	1%	-2%	-4%	·	25%	1%	5.1	12%
O=C(NCC1CCCN1S(=O)(=O)c1ccccc1)c1cccc(Cl)c1 (stereo not given)
 : 14%	3%	-5%	-9%	-1	20%	5%	-3.3	-5%
COc1cccc2sc(N(CCCN(C)C)C(=O)c3sc4ccccc4c3Cl)nc12
 : 0%	-10%	-5%	10%	2	·	1%	-4.9	-3%
COc1ccccc1NC(=O)c1ccc2c(c1)N(CC(=O)NC(C)(C)C)C(=O)C(C)(C)O2
 : -4%	-3%	-1%	-31%	-13	18%	-7%	0.9	-20%

# Reformatted: results already given
Molecule,Abeta rescue,aSyn yeast inh,PLK1 PBD block,WRN inhibitor,PI5P4K alpha inh,FUS yeast rescue,EPAC1 agonist,IL2 activator,EPAC1 antag
Cc1cc(C)c(C#N)c(N2CCN(CCOc3ccc(Cl)cc3)CC2)n1,-6%,-2%,-6%,-7%,·,4%,19%,0.6,-4%
O=C(O)c1ccc(N2CCOCC2)c(N2C(=O)C3C4C=CC(C4)C3C2=O)c1 (stereo not given),8%,-1%,2%,3%,3,-2%,2%,-4.2,11%

# Rows are unselected; any-hit rate near 4.1%.
